Assay outcomes from PubChem BioAssay.
NadD block = inhibitors of S. aureus NadD, primary screen, biochemical, colorimetric, uHTS. 360,000 compounds, 0.78% hits. Nicotinate-nucleotide adenylyltransferase NadD (Staphylococcus aureus N315). purified NadD enzyme, colorimetric absorbance read-out. inhibition, % at 20 µM; in the data active = inhibition above about 26%; note: some compounds past the cut are filed as inactive
CendR NRP1 mod = modulators of CendR peptide binding to NRP-1, primary screen, biochemical, fluorescence polarization, uHTS. Neuropilin-1 (Homo sapiens), O14786. FAM-RPARPAR peptide binding to NRP-1. inhibition, % at 25 µM. 360,000 compounds, 0.85% hits. AID 602438, 2012;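 active = inhibition or corrected inhibition above about 18%, plus a signal ratio from 0.5 to 1.5, limit read from the data, passing the limit was not always enough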; note: strong numbers were not always called active
Target sequence (O14786 whole entry, looked up): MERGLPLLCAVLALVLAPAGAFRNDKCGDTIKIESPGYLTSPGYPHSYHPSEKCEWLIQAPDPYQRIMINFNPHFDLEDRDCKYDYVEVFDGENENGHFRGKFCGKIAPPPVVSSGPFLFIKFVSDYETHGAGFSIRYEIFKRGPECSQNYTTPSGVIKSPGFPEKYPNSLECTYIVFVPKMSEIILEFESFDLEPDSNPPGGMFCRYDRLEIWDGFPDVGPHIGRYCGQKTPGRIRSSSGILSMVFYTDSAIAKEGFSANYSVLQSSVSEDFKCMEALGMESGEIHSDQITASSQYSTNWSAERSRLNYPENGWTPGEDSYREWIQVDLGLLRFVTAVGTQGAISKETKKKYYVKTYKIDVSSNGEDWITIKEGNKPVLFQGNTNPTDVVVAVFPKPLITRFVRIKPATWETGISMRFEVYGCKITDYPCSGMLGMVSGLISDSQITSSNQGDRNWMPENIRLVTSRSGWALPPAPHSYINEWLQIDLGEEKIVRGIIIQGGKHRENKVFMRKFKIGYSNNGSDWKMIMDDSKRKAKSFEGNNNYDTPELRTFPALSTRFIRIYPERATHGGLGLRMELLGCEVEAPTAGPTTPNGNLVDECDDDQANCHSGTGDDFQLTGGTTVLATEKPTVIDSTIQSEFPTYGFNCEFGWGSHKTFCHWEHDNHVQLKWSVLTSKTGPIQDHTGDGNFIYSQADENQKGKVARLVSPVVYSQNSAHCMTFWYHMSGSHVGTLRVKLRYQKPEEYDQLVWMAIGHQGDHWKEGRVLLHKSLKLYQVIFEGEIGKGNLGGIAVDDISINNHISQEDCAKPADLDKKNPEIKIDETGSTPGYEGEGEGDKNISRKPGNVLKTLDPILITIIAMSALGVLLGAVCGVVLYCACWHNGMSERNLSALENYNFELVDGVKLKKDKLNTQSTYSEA
Rpn11 inh = Rpn11 (PSMD14) deubiquitinase inhibitors, primary screen, biochemical, fluorescence polarization, uHTS | 360,000 compounds, 0.59% hits | calls only at 20 µM | human 26S proteasome, Ub4-pepOG fluorescence polarization; 20S core pre-blocked with epoxomicin | 26S proteasome non-ATPase regulatory subunit 14 (Homo sapiens), O00487 | AID 588493, 2011;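 active = inhibition at 20 µM, scaled to each plate's controls, above about 33%, limit read from the data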
Scp1 inh = Scp-1 phosphatase inhibitors, primary screen, biochemical, colorimetric, uHTS; Carboxy-terminal domain RNA polymerase II polypeptide A small phosphatase 1 (Homo …; Recombinant Scp1, phosphopeptide, malachite green phosphate absorbance; inhibition, % at 20 µM; 340,000 compounds, 0.88% hits; AID 493091, 2011;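 active = inhibition above about 50% at 20 µM, limit read from the data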;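 note: plate controls were DMSO wells with enzyme for no effect and wells lacking enzyme for full effect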
Target sequence (Q9GZU7 76-261 limits assumed): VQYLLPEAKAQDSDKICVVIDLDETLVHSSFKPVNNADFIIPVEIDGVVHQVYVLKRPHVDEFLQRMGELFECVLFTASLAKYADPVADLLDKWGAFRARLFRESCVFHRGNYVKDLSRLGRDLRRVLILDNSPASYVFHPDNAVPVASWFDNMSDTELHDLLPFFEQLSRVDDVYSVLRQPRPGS
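System: truncated SCP-1 phosphatase (76-261aa); medium: Tris acetate buffer pH 5.5 with MgCl2 and Tween-20; incubation: 45 min room-temperature reaction, 5 min colour, 30 min stabiliser; compound: single 20 µM dose, 1% DMSO; reagent: Phosphorylated 17-residue peptide substrate; read-out: % inhibition at 20 µM; technique: colorimetric free-phosphate detection, absorbance 630 nm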
LMPTP inh = LMPTP phosphatase inhibitors, primary screen, biochemical, fluorescence intensity, uHTS; recombinant LMPTP-A, OMFP fluorogenic substrate; Low molecular weight phosphotyrosine protein phosphatase (Homo sapiens), P24666; AID 651560, 2012; 360,000 compounds, 0.22% hits; inhibition, % at 20 µM;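 active = compounds that cut the enzyme signal by at least half of the control window in the single-dose screen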;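 note: plate controls were DMSO wells with enzyme plus substrate for no effect and substrate without enzyme for full effect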
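Assay system: LMPTP-A, protein tyrosine phosphatase of low molecular weight / Medium: pH 6.0 Bis-Tris buffer with DTT and Triton X-100 / Schedule: 50 min enzyme reaction at room temperature, protected from light / Measured by: endpoint fluorescence intensity from OMFP dephosphorylation / Read-out basis: % inhibition relative to no-enzyme and uninhibited control wells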
SKN-1 block = suppressors of acrylamide-induced Pgst-4::GFP reporter in worms, primary screen, SKN-1 inhibitor project, whole organism, uHTS, GFP/RFP fluorescence ratio, strain VP596; inhibition, % at 21.8 µM; AID 624304, 2012; 360,000 compounds, 0.49% hits; C. elegans VP596 Pgst-4::GFP/RFP ratio, 24 h;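 active = interference check ratio from 0.5 to 1.5 plus GFP to RFP signal ratio inhibition reaching or exceeding a fixed threshold, cut at about 30% in these data, passing the limit was not always enough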; note: some compounds called inactive have numbers as strong as hits
MT1-MMP act inh = blockers of MT1-MMP proenzyme processing, primary screen, HT1080 RFP-PRO-GFP cells, GFP/RFP fluorescence. Matrix metalloproteinase-14 (Homo sapiens), P50281. GFP/RFP ratio fluorescence, overnight; percent of plate control window, DMSO zero. GFP/RFP ratio change, % at 20 µM. 360,000 compounds, 0.061% hits. AID 651647, 2012;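 active = GFP/RFP ratio change of at least 30% with cell ATP level not reduced by more than half and red fluorescence within 50% of control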; note: strong numbers were not always called active
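Assay system: HT1080 cells carrying an RFP-PRO-GFP reporter | Dosing: Single dose of 20 µM compound, 1% DMSO final | Incubation: Cells overnight before dosing, compound overnight, 37 °C, 5% CO2 | Evaluation: GFP/RFP fluorescence ratio | Control set: DMSO and RFP-L50D-GFP cell wells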
STEP inh = STEP phosphatase inhibitors, primary screen, biochemical, fluorescence intensity, uHTS; inhibition, % at 20 µM; Tyrosine-protein phosphatase non-receptor type 5 (Homo sapiens), P54829; 360,000 compounds, 0.25% hits; recombinant STEP, OMFP fluorogenic substrate; AID 588621, 2011;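 active = inhibition at 20 µM, scaled per plate between control wells, above about 37%, limit read from the data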;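 note: 0% = DMSO with enzyme and substrate and 100% = substrate only without enzyme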
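System: isolated STEP enzyme; schedule: 20 min enzyme reaction at room temperature, protected from light; medium: Bis-Tris buffer pH 6.0, 2.5 mM DTT, 0.005% Tween 20; signal: fluorescence, 480/540 nm; dosing: single compound dose of 20 µM, 1% DMSO final; also added: OMFP substrate, 25 µM final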
DNMT1 inh = human DNMT1 methyltransferase inhibitors, primary screen, biochemical, molecular beacon, fluorescence, HinP1I cleavage, uHTS. inhibition (reported as % activation of signal), % at 10 µM. 360,000 compounds, 0.83% hits. AID 588458, 2011; in the data active = inhibition above about 50%
SUMO1-SIM PPI = modulators of SUMO1 protein-protein interactions, primary screen, biochemical, uHTS; inhibition, % at 20 µM; SUMO1 binding to a labelled peptide, TR-FRET, 1 h; 360,000 compounds, 0.33% hits; in the data active = inhibition above about 37%
Starred values were filed as active, the others as inactive; i = inactive; nt = no result given; & = joins results of further samples. Compounds as they come. Share with any hit: about 3.9%.

LMPTP inh,STEP inh,NadD block,Scp1 inh,SUMO1-SIM PPI,CendR NRP1 mod,Rpn11 inh,MT1-MMP act inh,DNMT1 inh,SKN-1 block,canonical_smiles
-4.9,5,9,13,-4,4,i,-15,4,17,COCC(=O)Nc1nc2n(n1)C(c1ccc(Cl)cc1)CC(c1ccc(OC)cc1)N2 (stereo not given)
6.6,11,1,1,-54,-44,i,6,-4,16,O=C1CCCC(O)=C1N=Nc1ccc2c(c1)OCO2
1.5,-6,0,-10,5,-2,i,2,-10,-11,COc1ccc2nc(NC(=O)Cc3cccs3)sc2c1
-1.1,-2,-5,12,7,0,i,-1,-1,15,Cc1[nH]c(C)c(S(=O)(=O)N2CCCCC2)c1C(=O)N1CCCCC1
-0.8,0,6,8,-8,18,i,4,1,-4,COC(=O)C1=C(C)N(Cc2ccccc2)C(=NCc2cc(OC)c(OC)c(OC)c2)N[C@H]1c1ccc(Br)cc1
-1.4,-1,-11,nt,0,-4,i,1,0,2,COc1ccc(C(C)NC(=O)C2CCN(CCOc3ccc(Cl)cc3Cl)CC2)cc1OC (stereo not given)
-1.4,0,0,-4,0,1,i,2,10,-18,CC(C)[C@H](NC(=O)c1ccccc1)C(=O)NC1CCCCCCC1
-1.5,-1,5,9,0,10,i,1,6,3,NCCC(=O)NC[C@H]1O[C@@H](n2cnc3c(N)ncnc32)[C@H](O)[C@@H]1O
18&12,2&-2,5&-2,-12&-6,8&4,-10&-9,i,4&3,-3&0,21&10,C[C@]12CC[C@@H]3c4ccc(OS(=O)(=O)O)cc4CC[C@H]3[C@@H]1CCC2=O
-2.0,-3,-2,-4,6,-2,i,0,2,-14,O=C(O)C1CCCN1S(=O)(=O)c1ccc(Br)cc1 (stereo not given)
-0.3,-3,-1,-5,0,7,i,-1,1,1,CCN(C1CCCCC1)S(=O)(=O)CCNC(=O)c1ccc2c(c1)OCO2
-0.3,1,2,13,-2,-2,i,4,-2,7,CCOc1ccc(CCNC(=O)c2ccc(NC3=NC4CS(=O)(=O)CC4S3)cc2)cc1 (stereo not given)
2.9,1,28,-4,-9,-8,i,-3,-12,-19,COc1ccc(-n2c(=O)c(CCC(=O)N3CCN(c4ccccc4O)CC3)nc3ccccc32)cc1
-0.6,0,0,6,3,-4,i,-1,-1,0,CCCC(=O)Nc1ccc(S(=O)(=O)Nc2nccs2)cc1
-0.5,2,-2,5,1,7,i,-2,2,-2,COc1ccccc1-n1cc(C(=O)NCC(=O)NCc2ccc(F)cc2)c2ccccc2c1=O

Part of the list above in a different format.
Each structure is followed by: LMPTP inh | STEP inh | NadD block | Scp1 inh | SUMO1-SIM PPI | CendR NRP1 mod | Rpn11 inh | MT1-MMP act inh | DNMT1 inh | SKN-1 block
- COC(=O)C1=C(C)N(Cc2ccccc2)C(=NCc2cc(OC)c(OC)c(OC)c2)N[C@H]1c1ccc(Br)cc1
 : -0.8 | 0 | 6 | 8 | -8 | 18 | i | 4 | 1 | -4
- COc1ccc(C(C)NC(=O)C2CCN(CCOc3ccc(Cl)cc3Cl)CC2)cc1OC (stereo not given)
 : -1.4 | -1 | -11 | nt | 0 | -4 | i | 1 | 0 | 2
- CC(C)[C@H](NC(=O)c1ccccc1)C(=O)NC1CCCCCCC1
 : -1.4 | 0 | 0 | -4 | 0 | 1 | i | 2 | 10 | -18
- NCCC(=O)NC[C@H]1O[C@@H](n2cnc3c(N)ncnc32)[C@H](O)[C@@H]1O
 : -1.5 | -1 | 5 | 9 | 0 | 10 | i | 1 | 6 | 3
- C[C@]12CC[C@@H]3c4ccc(OS(=O)(=O)O)cc4CC[C@H]3[C@@H]1CCC2=O
 : 18&12 | 2&-2 | 5&-2 | -12&-6 | 8&4 | -10&-9 | i | 4&3 | -3&0 | 21&10

Single records, from the list above. Values in the order: LMPTP inh | STEP inh | NadD block | Scp1 inh | SUMO1-SIM PPI | CendR NRP1 mod | Rpn11 inh | MT1-MMP act inh | DNMT1 inh | SKN-1 block
Listed for C[C@]12CC[C@@H]3c4ccc(OS(=O)(=O)O)cc4CC[C@H]3[C@@H]1CCC2=O : 18&12 | 2&-2 | 5&-2 | -12&-6 | 8&4 | -10&-9 | i | 4&3 | -3&0 | 21&10
Listed for COc1ccc2nc(NC(=O)Cc3cccs3)sc2c1 : 1.5 | -6 | 0 | -10 | 5 | -2 | i | 2 | -10 | -11
Listed for COc1ccc(-n2c(=O)c(CCC(=O)N3CCN(c4ccccc4O)CC3)nc3ccccc32)cc1 : 2.9 | 1 | 28 | -4 | -9 | -8 | i | -3 | -12 | -19

The listing picks up, repeating the 2 entries before the break.
LMPTP inh,STEP inh,NadD block,Scp1 inh,SUMO1-SIM PPI,CendR NRP1 mod,Rpn11 inh,MT1-MMP act inh,DNMT1 inh,SKN-1 block,canonical_smiles
-0.6,0,0,6,3,-4,i,-1,-1,0,CCCC(=O)Nc1ccc(S(=O)(=O)Nc2nccs2)cc1
-0.5,2,-2,5,1,7,i,-2,2,-2,COc1ccccc1-n1cc(C(=O)NCC(=O)NCc2ccc(F)cc2)c2ccccc2c1=O
-0.8,2,2,32,4,-11,i,-4,27,15,CCC1CCc2c(sc(NC(=O)C3CC=CCC3C(=O)O)c2C#N)C1 (stereo not given)
-1.2,1,-1,-11,0,-4,i,3,6,4,COc1cc(OC)c(CN2CCCCCCC2)cc1Br
-0.1,0,-1,-3,-1,3,i,2,-1,-1,CCCC(=O)c1c[nH]c(C(=O)NCc2cccnc2)c1
0.1,2,0,-2,3,-5,i,-1,-1,8,COc1ccc(S(=O)(=O)N2CCN(C(=O)CSC(=S)N3CCCC3)CC2)cc1
1.8,2,3,-8,-1,3,i,-47,-3,-16,CCCC(c1nnnn1Cc1ccco1)N1CCN(c2cc(Cl)ccc2C)CC1 (stereo not given)
0.0,2,-5,-3,-18,10,i,0,0,19,N/C(=N\OC(=O)CC1CCCCC1)c1cccc([N+](=O)[O-])c1
-2.5,1,2,-8,-4,2,i,-8,-1,2,O=C(c1ccco1)N1CCCN(Cc2nc(Cc3ccccc3)no2)CC1
-2.1,-3,-3,-10,-5,0,i,1,2,0,O=C(CN1C(=O)c2ccccc2C1=O)Nc1ccccc1C(F)(F)F
2.3,2,4,6,-21,0,i,-20,9,-3,NC(=O)c1cccc(-c2cnc(N)c(C(=O)c3cccnc3)n2)c1
-1.8,-4,-3,-7,-1,-7,i,0,2,-3,CN(C)C(=O)c1nc2ccc(Cl)cn2c1CNCc1cccc(OC(F)(F)F)c1
-2.4,0,3,1,1,-7,i,0,5,19,CCCc1cc(=O)[nH]c(SCC(=O)N2CCCCCC2)n1
-2.0,0,-3,0,3,6,i,0,4,-4,CN1N=C(C(=O)N2CCCC(N3CCN(c4ccc(F)cc4)CC3)C2)CCC1=O (stereo not given)
-0.6,13,2,-12,-2,-7,i,-3,1,1,Cc1ccc(N(Cc2cc3ccc(C)cc3[nH]c2=O)S(C)(=O)=O)c(C)c1
-0.1,2,3,-4,2,-9,i,3,-1,3,CCOc1ccc(NC(=O)CN2CC(c3ccccc3)CC2=O)cc1 (stereo not given)
2.3,-2,-4,-1,3,1,i,-2,-2,17,O=S(=O)(c1ccccc1Br)N(Cc1ccccc1)CC(O)COCc1ccccc1 (stereo not given)

LMPTP inh,STEP inh,NadD block,Scp1 inh,SUMO1-SIM PPI,CendR NRP1 mod,Rpn11 inh,MT1-MMP act inh,DNMT1 inh,SKN-1 block,canonical_smiles
-1.2,-2,7,-8,-2,-1,i,-2,0,8,C=CCNCc1cccn1-c1ccccc1
29,4,-4,-1,-4,0,i,3,4,4,Cc1ccc(Nc2cc(C)nc3ccccc23)c(C)c1
-1.5,-4,1,11,3,-14,i,-1,2,4,CCc1nnc(NC(=O)CN2CCN(Cc3ccc(C)cc3)CC2)s1
-2.7,-2,1,-6,-1,0,i,2,-1,2,CC(=O)C1=C(O)C(=O)N(CCCn2ccnc2)C1c1ccc(C)cc1 (stereo not given)
-0.9,-3,-2,-4,0,2,i,0,2,-7,O=C(CCCn1c(=S)[nH]c2ccc(Br)cc2c1=O)NCC1CCCO1 (stereo not given)
-1.7,-2,-3,-5,2,-136,i,-4,8,-5,c1c2c(cc3sc(N4CCOCC4)nc13)OCCO2
-2.2,2,1,-8,1,-3,i,-1,-5,14,Clc1cccc(CSc2ncnc3c2ncn3C2CCCCO2)c1 (stereo not given)
0.8,-5,0,2,-17,-10,i,nt,5,-3,CC(=O)Nc1cccc(NC(=O)/C=C/c2ccc(S(=O)(=O)N3CCOCC3)cc2)c1
-0.8,-1,0,-3,3,4,i,4,-1,3,CCCCNC(=S)NNC(=O)c1csc(CC)c1
0.9,nt,-4,nt,-2,-6,nt,2,nt,18,O=S1(=O)CC(N2CCN(Cc3ccccc3F)CC2)CN1Cc1cn(Cc2ccc(C(F)(F)F)cc2)nn1 (stereo not given)
1.2,-2,-1,nt,4,3,i,-1,-2,-2,O=S(=O)(CCN1CCN(c2ccccc2O)CC1)c1ccc(Cl)cc1
-2.4,-2,0,nt,10,2,i,0,0,10,CC1(C(=O)NS(=O)(=O)c2ccccc2)CCN1C(=O)CCc1ccc(Cl)cc1Cl (stereo not given)
1.0,-1,2,-7,8,-1,i,-2,1,9,COc1ccc(-n2c(Cc3cccn3C)nnc2SCC(=O)Nc2nccs2)cc1
-0.5,-1,-5,3,-1,0,i,0,0,-5,O=C(Cc1ccccc1)NCC(=O)N1CCC1
